# From PubChem
# TexasRed fluor: Total Fluorescence Counterscreen for Inhibitors of the Interaction of Thyroid Hormone Receptor and Steroid Receptor Coregulator 2 | TRb/SRC2 Texas Red total fluorescence interference | Potency, µM (series often up to 106 µM), without a hit: top-dose fluorescence change, negative = quenching | 280,000 tested, 0.29% active | AID 1479, 2009; active = well fitted curve in either direction with a large enough effect; inconclusive = small, poorly fitted or top-dose-only effect
#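 Human TRb ligand-binding domain at 0.6 uM with 20 nM Texas Red SRC2 peptide in Tris buffer containing 1 uM T3 and 5% DMSO, incubated with compound 5 h at ambient temperature. Total fluorescence (555/632 nm) calculated as parallel + 2 × perpendicular.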
# GAA glycogen mod: qHTS Assay for Inhibitors and Activators of Human alpha-Glucosidase Cleavage of Glycogen. Lysosomal alpha-glucosidase (Homo sapiens), P10253. recombinant GAA, glycogen substrate, Amplex Red glucose oxidase fluorescence. Potency, µM (series often up to 76.4 µM), for inactives: top-dose activity change, negative = inhibition, usual class: inhibitors. 300,000 tested, 0.38% active;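 note: 0% = full enzyme reaction and -100% = no-enzyme basal signal; the screen sought inhibitors and activators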
#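 Recombinant human alpha-glucosidase (4 nM final) hydrolysed bovine liver glycogen (30 ug) for 40 min at 37 C in pH 5.0 citrate/phosphate with 0.01% Tween-20. Released glucose detected by glucose oxidase/Amplex Red, Ex 573/Em 610 nm. Compounds up to 77 uM; AC50 from Hill fits.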
# TRb SRC2 PPI: qHTS for Inhibitors of the Interaction of Thyroid Hormone Receptor and Steroid Receptor Coregulator 2 | 280,000 tested, 0.065% active | TRbeta-SRC2 peptide binding, fluorescence polarization; receptor liganded with 1 µM T3 | Potency, µM (doses to about 106 µM), without a hit: top-dose activity change, negative = inhibition, actives largely listed as inhibitors;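 note: plate controls were bound peptide for no effect and peptide without receptor for full effect; nearly all actives have a fitted effect of over 50% in size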
# Target sequence (P10828 whole entry, looked up): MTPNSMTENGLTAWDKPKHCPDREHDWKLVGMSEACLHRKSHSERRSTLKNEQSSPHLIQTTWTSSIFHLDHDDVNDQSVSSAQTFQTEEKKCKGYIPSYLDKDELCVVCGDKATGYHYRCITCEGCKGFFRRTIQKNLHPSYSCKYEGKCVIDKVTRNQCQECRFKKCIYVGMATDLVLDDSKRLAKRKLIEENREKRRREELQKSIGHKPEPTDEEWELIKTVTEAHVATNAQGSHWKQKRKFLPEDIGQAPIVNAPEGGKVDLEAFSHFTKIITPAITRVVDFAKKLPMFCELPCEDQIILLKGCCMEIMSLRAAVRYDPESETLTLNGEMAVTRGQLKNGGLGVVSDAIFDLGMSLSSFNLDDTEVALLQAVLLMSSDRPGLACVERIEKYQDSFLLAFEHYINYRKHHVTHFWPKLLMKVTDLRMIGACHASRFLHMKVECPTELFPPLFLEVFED
#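 Fluorescence polarization of 20 nM Texas Red SRC2 peptide (20-aa NR interaction domain) bound to 0.6 uM human TRb ligand-binding domain, with 1 uM T3, after 5 hr at ambient temperature; inhibition seen as decreased polarization.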
# * marks the source's active call; other numbers are inactive results; ? = inconclusive; [ ] = dose if it differs, or a comment. Unless noted, calls come from the whole dose curve; as a rule, active = well fitted curve in the direction sought with a large enough effect; inconclusive = small, poorly fitted or top-dose-only effect, or another doubt; inactive = no such curve, though single readings can be large; an effect the other way counts as inactive or inconclusive. Unless noted, % is set by controls: 0 for no effect and ±100 for the full control effect; potency is the fitted concentration of half-maximal effect.
# Every second line gives: TexasRed fluor, GAA glycogen mod, TRb SRC2 PPI
1: CCN1CCc2c(sc(-n3cccc3)c2C(C)NC(=O)Nc2cc(Cl)c(OC)cc2OC)C1 (centres undefined)
 : 3%, -13%[76.3 µM], -6%
2: Cc1cccc(NC(=O)CSc2nc3c(c(=O)[nH]2)CN(Cc2ccc4c(c2)OCO4)CC3)c1C
 : -1%, 3%[76.3 µM], -1%
3: CCOc1ccccc1NC(=O)Cn1c(=O)n(Cc2ccco2)c(=O)c2cccnc21
 : -8%, 3%[76.3 µM], -12%
4: O=C(c1ccc(CSc2nc3ccncc3n2Cc2ccccc2F)cc1)N1CCCCCC1
 : ?, -6%[76.3 µM], -6%
5: CCn1c(CN2CCN(C)CC2)nc2cc(NC(=O)c3cc(OC)c(OC)c(OC)c3)ccc21
 : 5%, -7%[76.3 µM], 0%
6: CCCCOC(=O)c1ccc(NC(=O)/C(C#N)=C/c2ccc(C)o2)cc1
 : -17%, 11%[76.3 µM], 3%
7: Cc1ccc(CCNC(=O)C2CCCN(Cc3nc(-c4cccc(Cl)c4)oc3C)C2)cc1 (centres undefined)
 : -5%, 2%[76.3 µM], -9%
8: Cc1ccc(Cl)cc1NC(=O)Nc1nnc(N(C)Cc2ccccc2)s1
 : -2%, -7%[76.3 µM], 2%
9: CCOC(=O)c1c(NC(=O)/C=C/c2ccccc2)sc2c1CCCC2
 : -1%, -9%[76.3 µM], 2%
10: Cc1ccc(CNc2ccc(-c3nc(-c4cccnc4)no3)cc2[N+](=O)[O-])cc1
 : -3%, 9%[76.3 µM], 7%
11: CC(=O)c1ccc(NC(=O)Nc2nnc(N3CCCC(C)C3)s2)cc1 (centres undefined)
 : -1%, 18%[76.3 µM], 2%
12: CCOc1ccc(CCNC(=O)Cn2nnc(-c3ccccc3Cl)n2)cc1OCC
 : -16%, 7%[76.3 µM], 2%
13: CC(C(=O)NCc1cccc(Br)c1)n1ncn2cccc2c1=O (centres undefined)
 : -3%, 10%[76.3 µM], 0%
14: Cc1ccc(-n2c(=O)c3cccnc3n2CC(=O)NCc2ccc(F)cc2)cc1C
 : -7%, -7%[76.3 µM], 5%
15: CCc1ccc(C(=O)c2cn(CC(=O)Nc3ccc(F)cc3)c3cc4c(cc3c2=O)OCO4)cc1
 : -1%, -8%[76.3 µM], 8%
16: CCCc1cc(=O)n2[nH]c(-c3ccc(C)cc3)nc2n1
 : -10%, -3%[76.3 µM], -9%
17: Cc1cccc(-n2c(SCC(=O)Nc3ccccc3C)nc3c(oc4ccccc43)c2=O)c1
 : 1%, 9%[76.3 µM], -2%
18: Cc1cc(=O)n2nc(N3CCC(C(=O)NCc4ccccc4Cl)CC3)sc2n1
 : -2%, 16%[76.3 µM], 7%
19: CCOC(=O)C1CCN(c2c(C(=O)c3ccc(OCC)cc3)cnc3ccc(OC)cc23)CC1
 : -30%, 11%[76.3 µM], 5%
20: CC(=O)N1CCc2cc(Br)cc(S(=O)(=O)N3CCC(C(=O)N(C)c4cc(C)ccc4C)CC3)c21
 : -3%, 7%[76.3 µM], 10%
21: CCCc1cc(=O)n2c(C(=O)Nc3ccc(OCC)cc3)c(C(=O)Nc3ccc(C)cc3)sc2n1
 : 4%, 15%[76.3 µM], -3%
22: Cc1ccc2cc(CN(C(=O)c3cccc(Cl)c3)c3ccccc3)c(=O)[nH]c2c1
 : 4%, 13%[76.3 µM], 1%
23: COC(=O)c1ccc(NC(=O)N2CCc3c([nH]c4ccccc34)C2c2ccc(C)cc2)cc1 (centres undefined)
 : -6%, 1%[76.3 µM], 1%
24: CCC(=O)N1CCc2cc(S(=O)(=O)NC(Cc3ccccc3)C(=O)Nc3ccc(Cl)cc3)ccc21 (centres undefined)
 : 0%, 16%[76.3 µM], 0%
25: Cc1ccc(-c2cc(C(=O)OCC(=O)c3ccccc3)c3cccc(Cl)c3n2)cc1
 : -3%, -3%[76.3 µM], 3%
26: CCOc1ccc(NC(=O)c2c(NC(=O)c3cccc(C)c3)sc3c2CCC3)cc1
 : -7%, 8%[76.3 µM], 2%
27: O=C(CCn1c(=O)c2sccc2n(Cc2ccc(F)cc2)c1=O)NCc1ccc2c(c1)OCO2
 : -3%, -8%[76.3 µM], -1%
28: COc1cc2c(cc1OC)n(CC(=O)Nc1ccccc1)c(=O)n1nc(-c3ccccc3)nc21
 : ?, 15%[76.3 µM], 1%
29: Cc1cccc(NC(=O)CSC2=Nc3ccccc3C3=NC(CC(=O)NCc4cccs4)C(=O)N23)c1 (centres undefined)
 : -2%, -6%[76.3 µM], -10%
30: COc1ccc(-c2cc(C(F)(F)F)n3nc(C(=O)Nc4cccc(C(F)(F)F)c4)c(Br)c3n2)cc1
 : -8%, 0%[76.3 µM], -4%
31: COc1cc(-c2nc3nc(C)cc(C)n3c2Nc2ccc(Cl)cc2)ccc1O
 : -7%, ?, -5%
32: CCCCN(CCCC)C(=O)c1cc2c(=O)n3cccc(C)c3nc2s1
 : ?, -9%[76.3 µM], 6%
33: Cn1c(=O)c2c(-c3ccccc3)n3c(c2n(C)c1=O)C(c1ccc([N+](=O)[O-])cc1)Nc1ccccc1-3 (centres undefined)
 : -2%, 15%[76.3 µM], -3%
34: Cc1ccc(CNC(=O)c2c[nH]n3c(=O)c(Cc4ccc(F)cc4Cl)c(C)nc23)cc1
 : -11%, 4%[76.3 µM], 3%
35: CC(C)(C)OC(=O)N1CCC(c2nnc(SCc3ccccc3)o2)CC1
 : ?, ?, 3%
36: Cc1cc(C)c(NC(=O)Cn2ccn(-c3cccc(Cl)c3)c(=O)c2=O)c(C)c1
 : 7%, 12%[76.3 µM], 1%
37: CCCCCCC(=O)Nc1cc2nc3c(nc2cc1C)c(=O)n(C)c(=O)n3C
 : 10%, -5%[76.3 µM], 8%
38: O=C(NCCSc1c[nH]c2ccccc12)c1ccc(Cl)cc1
 : -2%, 7%[76.3 µM], -4%
39: COc1ccccc1C(=O)NC(=O)Nc1ccc(-n2nc(C(F)(F)F)cc2C(F)(F)F)cc1
 : -17%, 3%[76.3 µM], 4%
40: O=c1n(Cc2ccccc2Cl)c2ccccc2c2nc(-c3ccccc3)nn12
 : 0%, -11%[76.3 µM], -2%
41: COc1ccc(-n2nc(C(=O)Nc3ccc(Br)cc3C)c3c4ccccc4n(C)c3c2=O)cc1
 : 1%, -9%[76.3 µM], 8%
42: Cc1ccc(C)c(CNS(=O)(=O)c2ccc3c(c2)C(C)(C)C(=O)N3C)c1
 : 0%, 2%[76.3 µM], 1%
43: CCc1nc2nc(C)cc(Nc3ccc(F)c(Cl)c3)n2n1
 : 0%, -3%[76.3 µM], -5%
44: CCC(C)NC(=O)Cn1c(=O)n(CCCC(=O)NCc2ccc(C)cc2)c(=O)c2ccccc21 (centres undefined)
 : 1%, 16%[76.3 µM], 1%
45: Cc1ccccc1C(=O)Oc1c(Sc2ccccc2)c(C)nn1C(C)(C)C
 : -3%, -19%[76.3 µM], 1%
46: Cc1cc(C)c(NC(=O)CCCN2C(=O)COc3ccc(C)cc32)c(C)c1
 : -2%, 17%[76.3 µM], -1%
47: CCc1ccc(-n2c(=O)c3ccc(C(=O)NCCc4ccccc4)cc3n(CC(N)=O)c2=O)cc1
 : -1%, 4%, -3%
48: COc1ccc2[nH]cc(CCN=C(NC(=O)c3cccc(Cl)c3)Nc3nc(C)cc(C)n3)c2c1
 : 2%, 2%[76.3 µM], 11%
49: COc1ccc(-n2nc(C(=O)N3CCN(c4ccc(F)cc4)CC3)c3c4ccccc4n(C)c3c2=O)cc1
 : 0%, 4%[76.3 µM], 2%
50: COc1ccc(CCNC(=O)CCc2c(C)c3cc4c(C)coc4c(C)c3oc2=O)cc1OC
 : -1%, -7%[76.3 µM], -1%

# New compounds follow
# Every second line gives: TexasRed fluor, GAA glycogen mod, TRb SRC2 PPI
51: CC(=O)Nc1cccc(-c2nnc(SCC(=O)c3ccc([N+](=O)[O-])cc3)o2)c1
 : 6%, -3%[76.3 µM], 9%
52: Cc1ccc2c(c1)N(C(=O)Nc1cccc(C)c1C)CCO2
 : ?, 21%[76.3 µM], -2%
53: CCCCS(=O)(=O)c1oc(-c2cccs2)nc1S(=O)(=O)c1ccc(F)cc1
 : -3%, -7%[76.3 µM], 1%
54: COc1ccc(S(=O)(=O)c2cn(C)c3cc(N4CCCCCC4)c(F)cc3c2=O)cc1
 : 3%, 10%[76.3 µM], -6%
55: CCOc1ccc(C2C(C(=O)OC)=C(C)NC3=C2C(=O)c2ccccc23)cc1OC (centres undefined)
 : -6%, ?, -3%
56: CCOC(=O)Cn1c(=O)oc2cc(S(=O)(=O)N3CCN(c4ccc(Cl)cc4)CC3)ccc21
 : -1%, 15%[76.3 µM], 2%
57: Cc1cccc(C(=O)Nc2ccc(S(=O)(=O)N3CCC(c4nc5ccccc5s4)CC3)cc2)c1
 : 0%, 10%[76.3 µM], 3%
58: Cn1c(=O)c2c(nc(NCCc3ccccc3)n2Cc2cccc(Br)c2)n(C)c1=O
 : -1%, 5%[76.3 µM], 3%
59: Cc1ccc(-n2c(C)nc3c(cnn3-c3ccccc3C)c2=O)cc1F
 : 0%, 16%[76.3 µM], 1%
60: COc1ccc(S(=O)(=O)N2CCC(c3nc4ccccc4s3)CC2)cc1OC
 : 1%, -3%[76.3 µM], 1%
61: Fc1ccc(Nc2nc(-c3cccc(Cl)c3)c3c(n2)-c2ccccc2OC3)cc1
 : 1%, -4%[76.3 µM], -4%
62: Cc1nc2ncnn2c(C)c1CCC(=O)NCc1ccc(Cl)cc1
 : -15%, 20%[76.3 µM], 5%
63: O=c1c(S(=O)(=O)c2ccccc2)cn(Cc2ccc(F)cc2)c2cc(N3CCCC3)c(F)cc12
 : 12%, 17%[76.3 µM], 2%
64: CCOC(=O)COc1ccc(/C=C(\C#N)c2nc3ccc(C)cc3[nH]2)cc1OC
 : -2%, -14%[76.3 µM], 0%
65: O=C(Nc1cccc(C(F)(F)F)c1)c1cc2nc(-c3ccc4c(c3)OCO4)cc(C(F)(F)F)n2n1
 : -13%, 3%[76.3 µM], 11%
66: Cc1ccc(N=C2NC(=O)CC(C(=O)Nc3cc(C(F)(F)F)ccc3Cl)S2)cc1 (centres undefined)
 : -4%, 11%[76.3 µM], 8%
67: COc1cccc(CNC(=O)CCn2c(=O)c3cccn3c3ccc(F)cc32)c1OC
 : ?, -8%[76.3 µM], -1%
68: CCCCOC(=O)c1ccc(NS(=O)(=O)c2c(C)nc3scc(C)n3c2=O)cc1
 : -1%, -3%[76.3 µM], 2%
69: COc1cccc(NC(=O)CCc2nnc3n(CC(C)C)c(=O)c4ccccc4n23)c1
 : -6%, 7%[76.3 µM], -1%
70: Cc1ccc2c(c1)-c1nc(-c3ccc(Cl)cc3)cc(-c3coc4ccccc4c3=O)c1CO2
 : 10µM*[quencher], 7%[76.3 µM], 0%
71: COc1ccc(-c2cc(C(F)(F)F)nc(SCC(=O)N3CCCCC3)n2)cc1OC
 : 1%, -10%[76.3 µM], 0%
72: COc1ccccc1N1CCN(CCCNC(=O)c2nnc(Cc3ccc(F)cc3Cl)o2)CC1
 : -1%, 16%[76.3 µM], -1%
73: Cc1ccccc1-c1ncnn1-c1sc2c(c1C#N)CCCCC2
 : -2%, ?, -1%
74: CCOc1ccc(OCC)c(NC(=O)c2cnc(SC)nc2-c2ccccc2)c1
 : 8%, 2%[76.3 µM], 1%

# A portion of the library; the hit share may differ from the screen's.
